Tau fluor counter – Counterscreen qHTS for Inhibitors of Tau Fibril Formation, Fluorescence Polarization | tau K18 P301L Alexa594 fluorescence, heparin fibrillization | Potency, µM (doses to about 57.7 µM), inactives show at the top dose activity change, negative = decrease | hit rate 0.93% among 280,000 | AID 1463, 2008; also: nearly all actives have a fitted effect of over 55% in size
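Human tau K18 P301L (15 uM unlabeled, 0.24 uM Alexa 594-labeled) in 100 mM sodium acetate pH 7 with 20 uM heparin, 6 hr at 37 C. ThT 30 uM added, 1 hr ambient; Alexa 594 FP and total fluorescence read at 555/632 nm.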
ALDH1A1 block – qHTS Assay for Inhibitors of Aldehyde Dehydrogenase 1 (ALDH1A1) | Aldehyde dehydrogenase 1A1 (Homo sapiens), P00352 | Purified ALDH1A1, NADH fluorescence, propionaldehyde substrate | Potency, µM (doses to about 75.3 µM), without a hit: top-dose activity, negative = inhibition, most hits filed as inhibitors | hit rate 7.3% among 220,000 | AID 1030, 2008; active = well fitted inhibition curve with a large enough effect, not every such curve was filed as active; inconclusive = small, poorly fitted or top-dose-only effect, or another doubt; inactive = no such curve, though single readings can be large or run the other way;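 also: plate controls were no enzyme wells and a reference inhibitor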
TexasRed fluor – Total Fluorescence Counterscreen for Inhibitors of the Interaction of Thyroid Hormone Receptor and Steroid Receptor Coregulator 2 | TRb/SRC2 Texas Red total fluorescence interference | Potency, µM (series often up to 106 µM), for the others: at the top dose fluorescence change, negative = quenching | hit rate 0.29% among 280,000 | AID 1479, 2009; active = well fitted curve in either direction with a large enough effect; inconclusive = small, poorly fitted or top-dose-only effect
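Flags fluorescent or light-absorbing compounds by total fluorescence, S + 2P, at 555 nm excitation and 632 nm emission. Mixture: 20 nM Texas Red SRC2 peptide, 0.6 uM human TRb LBD, 1 uM T3, 5% DMSO; compound exposure 5 h at ambient temperature.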
TRb-SRC2 inh – qHTS for Inhibitors of the Interaction of Thyroid Hormone Receptor and Steroid Receptor Coregulator 2; Thyroid hormone receptor beta (Homo sapiens), P10828; hit rate 0.065% among 280,000; AID 1469, 2008; Potency, µM (doses to about 106 µM), for inactives: top-dose activity change, negative = inhibition, hits mostly inhibitors; TRbeta-SRC2 peptide binding, fluorescence polarization; receptor liganded with 1 µM T3;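 also: plate controls were bound peptide for no effect and peptide without receptor for full effect; nearly all actives have a fitted effect of over 50% in size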
Target sequence (P10828 whole entry, looked up): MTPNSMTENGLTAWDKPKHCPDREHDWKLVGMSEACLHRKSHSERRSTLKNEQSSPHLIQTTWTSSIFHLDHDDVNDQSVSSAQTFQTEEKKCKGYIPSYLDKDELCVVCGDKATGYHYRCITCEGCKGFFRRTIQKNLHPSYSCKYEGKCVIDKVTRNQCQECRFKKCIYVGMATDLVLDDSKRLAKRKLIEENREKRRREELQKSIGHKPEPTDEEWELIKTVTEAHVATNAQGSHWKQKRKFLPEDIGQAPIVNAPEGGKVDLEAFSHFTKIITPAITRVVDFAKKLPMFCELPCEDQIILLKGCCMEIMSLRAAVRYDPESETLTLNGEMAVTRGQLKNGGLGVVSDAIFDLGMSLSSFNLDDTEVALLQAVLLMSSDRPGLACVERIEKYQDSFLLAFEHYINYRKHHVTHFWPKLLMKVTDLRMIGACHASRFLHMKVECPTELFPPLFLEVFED
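Compounds were added to 0.6 uM TRb ligand-binding domain and 20 nM Texas Red-labeled SRC2 peptide in Tris buffer containing 1 uM T3, incubated 5 hr at ambient temperature, then read by fluorescence polarization.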
aGal spleen mod – qHTS Assay for Inhibitors and Activators of Human alpha-Galactosidase From Spleen Homogenate; Potency, µM (doses to about 80 µM), without a hit: at the highest dose activity change, negative = inhibition, actives largely listed as inhibitors; Alpha-galactosidase A (Homo sapiens), P06280; hit rate 0.008% among 240,000; human spleen homogenate, 4MU-alpha-Gal fluorescence, 40 min; AID 2107, 2009;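 also: 0% = enzyme with vehicle and -100% = no enzyme basal signal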
Target sequence (P06280 32-429 limits assumed): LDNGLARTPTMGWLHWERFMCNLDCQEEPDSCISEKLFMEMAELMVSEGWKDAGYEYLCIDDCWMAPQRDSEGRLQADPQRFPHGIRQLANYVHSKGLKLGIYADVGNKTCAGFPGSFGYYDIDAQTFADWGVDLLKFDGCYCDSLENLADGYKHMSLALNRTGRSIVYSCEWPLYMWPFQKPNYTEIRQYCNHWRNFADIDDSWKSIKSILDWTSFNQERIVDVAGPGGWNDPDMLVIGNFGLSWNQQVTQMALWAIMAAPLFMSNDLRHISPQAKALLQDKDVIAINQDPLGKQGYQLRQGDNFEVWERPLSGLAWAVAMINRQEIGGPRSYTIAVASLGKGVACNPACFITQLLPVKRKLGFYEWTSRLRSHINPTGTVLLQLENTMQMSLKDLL
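qHTS titration in buffer at pH 5.0. Alpha-galactosidase activity in spleen homogenate was measured via 4-methylumbelliferone release from 1 mM fluorogenic substrate after 40 min at 37C and a pH 10 stop. AC50 came from Hill fits of control-normalized data.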
Tau FP inhib – qHTS for Inhibitors of Tau Fibril Formation, Fluorescence Polarization; Microtubule-associated protein tau (Homo sapiens), P10636; K18 P301L tau heparin fibrillization, Alexa594 FP, 6 h; Potency, µM (titrated, usually from 57.7 µM), for inactives: top-dose activity, negative = inhibition, most hits filed as inhibitors; hit rate 0.39% among 280,000; also: nearly all actives have a fitted effect of over 55% in size
Target sequence (P10636 561-689 P618L limits assumed): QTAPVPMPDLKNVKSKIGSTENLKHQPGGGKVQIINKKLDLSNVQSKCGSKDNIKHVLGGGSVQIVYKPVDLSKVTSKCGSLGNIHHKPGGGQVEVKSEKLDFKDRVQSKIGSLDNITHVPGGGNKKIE
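FP of Alexa 594-tau after heparin (20 uM) induction. Substrate: human K18 P301L, 15 uM unlabeled, 0.24 uM labeled. Buffer 100 mM sodium acetate pH 7. 6 hr, 37 C.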
Tau ThT inhib – qHTS for Inhibitors of Tau Fibril Formation, Thioflavin T Binding; Microtubule-associated protein tau (Homo sapiens), P10636; recombinant tau K18 P301L (four-repeat tau fragment), heparin-induced fibrillization, ThT fluorescence; hit rate 2.1% among 270,000; Potency, µM (highest dose often 57.4 µM), for the others: top-dose activity, negative = inhibition, most hits filed as inhibitors; also: nearly all actives have a fitted effect of over 55% in size
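Heparin-induced fibrillization of the P301L-mutant K18 repeat-domain fragment of human tau was followed by ThT binding in quantitative high-throughput format.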
L3MBTL1 inh – qHTS Assay for the Inhibitors of L3MBTL1; Lethal(3)malignant brain tumor-like protein 1 (Homo sapiens), Q9Y468; AlphaScreen L3MBTL1–H3K9me1 peptide binding; Potency, µM (highest dose often 57.1 µM), inactives show at the top dose activity, negative = inhibition, hits mostly inhibitors; hit rate 0.66% among 230,000; AID 485360, 2010; also: nearly all actives have a fitted effect of over 60% in size
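L3MBTL1 (50 nM) pre-complexed 30 min with biotinylated H3(1-15)K9me1 peptide (75 nM), then compounds added for 30 min at room temperature; AlphaScreen streptavidin donor/nickel chelate acceptor beads (10 ug/mL final) read after 30 min dark incubation.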
The depositor's hits bear a star; ? = inconclusive; / = not tested or not shown; [ ] = dose if it differs, or a comment. Unless noted, calls follow the shape of the dose curve; as a rule, active = well fitted curve in the direction sought with a large enough effect; inconclusive = small, poorly fitted or top-dose-only effect, or another doubt; inactive = no such curve, though single readings can be large; an effect the other way counts as inactive or inconclusive. Unless noted, % is scaled to controls: 0 for no effect and ±100 for the full control effect; potency is read from the fitted curve at half-maximal effect.

Keys: A = Tau fluor counter; B = ALDH1A1 block; C = TexasRed fluor; D = TRb-SRC2 inh; E = aGal spleen mod; F = Tau FP inhib; G = Tau ThT inhib; H = L3MBTL1 inh
> CCCCOc1ccc(CSCCNC(=S)Nc2ccccc2)cc1
  A = ?	B = ?	C = 3%	D = 0%	E = 4%	F = ?	G = -3%	H = 3%

> Cc1cc(Cl)ccc1OCCCC(=O)NC1CCN(C)CC1
  A = -1%	B = 1%	C = -2%	D = -2%	E = -2%	F = 2%	G = -2%	H = 1%

> Cc1ccc(S(=O)(=O)c2nc(-c3ccco3)oc2NCC2CCCO2)cc1 (centres undefined)
  A = -5%	B = 10µM*	C = 1%	D = -5%	E = 3%	F = -7%	G = ?	H = 1%

> Cc1ccc(NC(=O)C2CCN(S(=O)(=O)c3cccc4nsnc34)CC2)cc1F
  A = -14%	B = /	C = -2%	D = -5%	E = /	F = -10%	G = 4%	H = /

> COc1ccc(CCNC(=O)C2(C)CCC(=O)N2CCC(C)C)cc1OC (centres undefined)
  A = 8%	B = -2%	C = 0%	D = -2%	E = -2%	F = 7%	G = 6%	H = 5%

> COCCn1c(=NC(=O)c2sc3ccccc3c2Cl)sc2cc(S(N)(=O)=O)ccc21
  A = -13%	B = ?	C = 1%	D = 1%	E = 19%	F = -18%	G = -1%	H = 5%

> NC(=O)c1c(NC(=O)CS(=O)(=O)c2ccc(Cl)cc2)sc2c1CCCC2
  A = -10%	B = /	C = -4%	D = -3%	E = /	F = -1%	G = ?	H = /

> COc1ccc(-c2cc(CCCC(=O)N3CCN(c4ccc(OC)cc4)CC3)no2)cc1
  A = -28%	B = -8%	C = 0%	D = 11%	E = 6%	F = -1%	G = ?	H = /

> O=C(NCc1ccc(Cl)cc1)C1(c2cccs2)CCOCC1
  A = 4%	B = /	C = -1%	D = -3%	E = /	F = 3%	G = -7%	H = /

> CN(CC(=O)Nn1cnnc1)S(=O)(=O)c1ccccc1
  A = -6%	B = 7%	C = 2%	D = -2%	E = -5%	F = 2%	G = -4%	H = /

> O=C(Nc1ccc2c(c1)OCCO2)c1ccc(Br)s1
  A = -24%	B = -7%	C = -5%	D = -1%	E = 5%	F = 10%	G = -16%	H = 8%

> Cc1cc(C)nc(SCc2ccc([N+](=O)[O-])cc2)n1
  A = -21%	B = -3%	C = 0%	D = -3%	E = 6%	F = 2%	G = ?	H = -13%

> CC(=O)Oc1ccc(C(=O)[C@H]2[C@H]3C(=O)N(c4ccc(C)cc4C)C(=O)[C@H]3[C@@H]3C=CC=NN32)cc1
  A = ?	B = /	C = 0%	D = -7%	E = -19%	F = ?	G = ?	H = -22%

> Cc1onc(NC(=O)c2ccc(Cl)cc2Cl)c1Br
  A = -2%	B = ?	C = -2%	D = 7%	E = -1%	F = -8%	G = -9%	H = /

> Cc1nnc(SCC(=O)c2c(N)n(C)c(=O)n(C)c2=O)[nH]c1=O
  A = 8%	B = 4%	C = -3%	D = -3%	E = -11%	F = 2%	G = 2%	H = -4%

More records.
Second line of a record: Tau fluor counter, ALDH1A1 block, TexasRed fluor, TRb-SRC2 inh, aGal spleen mod, Tau FP inhib, Tau ThT inhib, L3MBTL1 inh
> CC(C)C(C(=O)OCC(=O)c1ccccc1)N1C(=O)C2C3C=CC(C3)C2C1=O (centres undefined)
    -9%, 7%, -4%, -8%, -2%, -6%, -4%, 9%
> c1ccc(CSc2ccc(-c3cccnc3)nn2)nc1
    -13%, 5%, -2%, -5%, -10%, -6%, -16%, /
> Cc1ccccc1C1CCCN(Cc2nc(CC3CC3)no2)C1 (centres undefined)
    -5%, -2%, -2%, 1%, 0%, -5%, 2%, 8%
> CCOc1cc(NC(=S)NCC2CCCO2)c(OCC)cc1NC(=O)C1CC1 (centres undefined)
    -5%, -6%, -1%, 2%, 7%, -3%, -8%, 2%
> CCCc1nnc2c(N(C)S(=O)(=O)c3ccccc3)nc3ccccc3n12
    -3%, 9%, -1%, 1%, -7%, 1%, -4%, 3%
> Nc1c(C(=O)Nc2ccccc2)sc2nc3c(c(-c4ccco4)c12)CCCC3
    -21%, ?, -3%, -3%, -1%, 7%, ?, 7%
> Cc1c(Br)cc(C(=O)NCc2ccco2)c(C)c1C
    -16%, ?, -2%, -8%, -6%, -14%, ?, /
> O=C(COC(=O)C(O)C(O)C(=O)OCC(=O)c1ccc(C(F)(F)F)cc1)c1ccc(C(F)(F)F)cc1 (centres undefined)
    -4%, /, -2%, 1%, 6%, 0%, /, /
> O=C1C2C3C=CC(CC3)C2C(=O)N1/N=C/c1ccccc1O (centres undefined)
    -8%, ?, 0%, 1%, 3%, -2%, -4%, 1%
> CCOC(=O)c1ccc(NC2=CC(c3ccc(F)cc3)N(c3ccc(C(=O)OCC)cc3)C2=O)cc1 (centres undefined)
    -5%, /, -9%, 0%, /, -5%, 1%, /
> CCCc1nnc(SCC(=O)N2C(C)CCCC2C)n1CC (centres undefined)
    -12%, ?, -1%, -5%, 22%, -11%, -7%, /
> C/C(=N\NC(=O)C1CC1)c1cccc(NC(=O)c2cccc(Cl)c2)c1
    -19%, -1%, 3%, -4%, 10%, 2%, ?, 3%
> COc1ccc(/C=N/NC(=O)c2ccccc2O)cc1CN1CCOCC1
    2%, /, -2%, 4%, -1%, 17%, -5%, 10%
> CCc1ccc(NC(=O)CSc2nc3ccsc3c(=O)n2C(C)CC)cc1 (centres undefined)
    -18%, /, 3%, 8%, /, -14%, -3%, /
> CCOC(=O)c1c(C)n(O)c2ccc(Cl)cc2c1=O
    3%, ?, 3%, -5%, -2%, -4%, 0%, 4%
> Cn1c(N)c(C(=O)COC(=O)Cn2cc(C(F)(F)F)ccc2=O)c(=O)n(C)c1=O
    8%, 7%, -2%, -1%, -5%, 5%, 4%, -11%
> Cc1[nH]c(C(=O)O)c(C)c1C(=O)OC(C)C
    5%, 0%, -4%, 6%, -20%, 1%, -5%, -6%
> COc1ccc(C(=O)CCc2nc3ccccc3s2)cc1
    -12%, ?, -2%, 3%, 4%, -4%, ?, 24%
> O=C(Cn1cc(SCc2ccccc2Cl)c2ccccc21)N1CCOCC1
    ?, ?, -2%, -4%, 7%, -4%, ?, -5%
> Cc1ccc(Cl)cc1N1CCN(C(=O)c2ccc(CS(=O)(=O)c3ccc(Br)cc3)o2)CC1
    -19%, /, 1000µM*[quencher], -7%, /, 3%, -5%, /

Next part.
Second line of a record: Tau fluor counter, ALDH1A1 block, TexasRed fluor, TRb-SRC2 inh, aGal spleen mod, Tau FP inhib, Tau ThT inhib, L3MBTL1 inh
> Cc1cc(N=CC2=C(O)CCCC2=O)no1
    -3%, 2%, -8%, -6%, 7%, 0%, -14%, 1%
> Cc1ccc(-n2nc(C)c(C(=O)O)c2-n2cccc2)cc1
    5%, /, -2%, -2%, /, 2%, 1%, ?
> Cc1cccc(C(CC(=O)NCC2(c3ccccc3)CCCC2)c2ccccc2)c1O (centres undefined)
    -18%, /, -1%, 9%, /, -13%, -9%, /
> CN(C)CC(O)COc1cccc(OCC(O)CN(C)C)c1 (centres undefined)
    1%, -3%, -1%, -8%, 3%, -9%, -3%, 6%
> O=C(CC(Sc1ccccc1)c1cccs1)c1ccco1 (centres undefined)
    -21%, ?, -6%, 0%, 3%, -7%, ?, 16%
> CCN1CCN(C(c2ccccc2Cl)c2sc3nc(-c4ccco4)nn3c2O)CC1 (centres undefined)
    0%, /, -1%, 3%, /, -11%, 1%, /
> O=C(c1ccc(F)cc1)N1CCN2C(=O)c3ccccc3C12c1ccccc1 (centres undefined)
    -6%, /, -2%, 5%, -5%, -12%, -2%, -10%
> COc1cc(NC(=S)NC(=O)c2cccs2)ccc1NC(=O)C(C)C
    -25%, ?, -6%, 1%, -15%, -5%, ?, -4%
> COc1cc(OC)cc(C(=O)Nc2ccc(S(=O)(=O)Nc3onc(C)c3C)cc2)c1
    -30%, /, -1%, 3%, /, -2%, ?, /

Compounds above that have two or more sulfur atoms:
Second line of a record: Tau fluor counter, ALDH1A1 block, TexasRed fluor, TRb-SRC2 inh, aGal spleen mod, Tau FP inhib, Tau ThT inhib, L3MBTL1 inh
> CCCCOc1ccc(CSCCNC(=S)Nc2ccccc2)cc1
    ?, ?, 3%, 0%, 4%, ?, -3%, 3%
> Cc1ccc(NC(=O)C2CCN(S(=O)(=O)c3cccc4nsnc34)CC2)cc1F
    -14%, /, -2%, -5%, /, -10%, 4%, /
> COCCn1c(=NC(=O)c2sc3ccccc3c2Cl)sc2cc(S(N)(=O)=O)ccc21
    -13%, ?, 1%, 1%, 19%, -18%, -1%, 5%
> NC(=O)c1c(NC(=O)CS(=O)(=O)c2ccc(Cl)cc2)sc2c1CCCC2
    -10%, /, -4%, -3%, /, -1%, ?, /
> CCc1ccc(NC(=O)CSc2nc3ccsc3c(=O)n2C(C)CC)cc1 (centres undefined)
    -18%, /, 3%, 8%, /, -14%, -3%, /
> O=C(CC(Sc1ccccc1)c1cccs1)c1ccco1 (centres undefined)
    -21%, ?, -6%, 0%, 3%, -7%, ?, 16%
> COc1cc(NC(=S)NC(=O)c2cccs2)ccc1NC(=O)C(C)C
    -25%, ?, -6%, 1%, -15%, -5%, ?, -4%

High-throughput results: PubChem BioAssay, National Center for Advancing Translational Sciences (NCATS)

No enrichment for hits; about 8.5% have a hit in one of these screens.
